Screening data from PubChem BioAssay.
NLRP3 yeast inh: blocks the NALP3 inflammasome reconstituted in yeast; Yeast reconstituted NLRP3/ASC/caspase-1, beta-gal luminescence, 24 h; inhibition, % at 10 µM; hit rate 0.39% among 330,000; AID 2825;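 active = inhibition of 50% or more; inactive = inhibition below 50%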;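 note: plate controls were induced DMSO wells for no effect and uninduced yeast grown without galactose for full effect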
SENP8 block-1: blocks human SENP8 cleavage of Nedd8 substrate | Q96LD8 | recombinant SENP8, Nedd8 substrate fluorescence | AID 602440 | hit rate 0.64% among 360,000 | inhibition, % at 20 µM; in the data active = inhibition mostly above about 40%, no sharp cut-off; inactive = mostly below about 27%
Target sequence (Q96LD8 whole entry, looked up): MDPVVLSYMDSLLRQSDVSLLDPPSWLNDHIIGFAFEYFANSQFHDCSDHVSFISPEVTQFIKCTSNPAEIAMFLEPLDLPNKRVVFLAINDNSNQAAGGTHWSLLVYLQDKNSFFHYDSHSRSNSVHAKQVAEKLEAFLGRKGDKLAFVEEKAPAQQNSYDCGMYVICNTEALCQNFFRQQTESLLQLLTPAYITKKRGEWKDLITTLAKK
SENP7 inh: inhibitors of human SENP7 protease; Q9BQF6; recombinant SENP7, Z-RLRGG-aminoluciferin luminescence, 40 min; inhibition, % at 5 µM; hit rate 1.5% among 330,000;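 active = inhibition above about 50% at the single test dose, limit read from the data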;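 note: plate controls were DMSO with enzyme for no effect and no enzyme buffer wells for full effect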
Target sequence (Q9BQF6 706-1050 limits assumed): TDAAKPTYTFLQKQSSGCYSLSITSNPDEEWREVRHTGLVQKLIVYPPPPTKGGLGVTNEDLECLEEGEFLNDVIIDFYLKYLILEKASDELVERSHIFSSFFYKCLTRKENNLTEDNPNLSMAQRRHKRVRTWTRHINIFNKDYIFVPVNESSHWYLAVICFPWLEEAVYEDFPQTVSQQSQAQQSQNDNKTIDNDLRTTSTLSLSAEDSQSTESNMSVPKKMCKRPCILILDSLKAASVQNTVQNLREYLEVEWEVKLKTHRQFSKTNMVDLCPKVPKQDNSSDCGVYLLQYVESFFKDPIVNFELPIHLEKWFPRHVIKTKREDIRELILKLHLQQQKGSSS
SENP6 block: inhibitors of human SENP6 protease; Q9GZR1; inhibition, % at 10 µM; hit rate 1.8% among 330,000; AID 2599; Recombinant SENP6 catalytic domain, aminoluciferin luminescence;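 active = inhibition above about 50% at the single tested dose, limit read from the data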;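 note: plate controls were DMSO wells with enzyme for no effect and DMSO wells lacking enzyme for full effect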
SENP8 block-2: SENP8 protease inhibition. purified SENP8, Z-RLRGG-aminoluciferin cleavage, luminescence. inhibition, % at 10 µM. hit rate 1.2% among 330,000. AID 2540; in the data active = inhibition above about 50%
HKDC1 inh: HKDC1 (human) hexokinase inhibition. recombinant HKDC1, G6PDH/diaphorase resazurin coupled fluorescence. inhibition, % at 20 µM. hit rate 0.16% among 340,000. AID 493160;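 active = inhibition above about 35% when tested at 20 µM, limit read from the data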;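 note: plate controls were DMSO wells with enzyme for no effect and DMSO wells lacking enzyme for full effect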
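Incubation: 90 min at room temperature in dark / Material: recombinant HKDC1 (HK5) hexokinase enzyme, produced in-house / Quantity: enzyme 5 µg/mL final / Compound: one dose of 20 µM, 1% DMSO / Reagent: glucose and ATP substrates / Buffer or medium: Tris pH 8.0 buffer with MgCl2, Tween-20, BSA, BME / Technique: resorufin fluorescence at 613 nm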
Apaf1 inhib: blocks human Apaf-1 apoptosome activity | O14727 | reconstituted apoptosome caspase-3 activity, DEVD-Rh110 fluorescence | inhibition, % at 20 µM | hit rate 0.71% among 330,000 | AID 489030; active = inhibition of at least 40% at 20 µM;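 note: plate controls were DMSO wells for no effect and DEVD-CHO caspase inhibitor wells for full effect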
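Material: reconstituted apoptosome with Apaf-1, cytochrome c, caspase-9, procaspase-3, dATP; medium: pH 7.5 Hepes buffer with CHAPS, BSA, DTT; also added: cytochrome c and DEVD-Rh110 substrate; timing: 30 min plus 50 min, RT; signal: Rh110 fluorescence intensity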
SENP1 FRET inh: SENP1 (human) catalytic domain inhibition. inhibition, % at 10 µM. hit rate 0.21% among 360,000. Q9P0U3. recombinant SENP1 catalytic domain, CyPet-SUMO1-YPet FRET cleavage;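 active = inhibition at least 30% at 10 µM, raw YFP signal under a set limit, fluorescence ratio 0.5 to 1.5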;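 note: 0% = enzyme with DMSO and 100% = no enzyme wells; some results filed as inactive read as strong as hits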
Target sequence (Q9P0U3 419-644 limits assumed): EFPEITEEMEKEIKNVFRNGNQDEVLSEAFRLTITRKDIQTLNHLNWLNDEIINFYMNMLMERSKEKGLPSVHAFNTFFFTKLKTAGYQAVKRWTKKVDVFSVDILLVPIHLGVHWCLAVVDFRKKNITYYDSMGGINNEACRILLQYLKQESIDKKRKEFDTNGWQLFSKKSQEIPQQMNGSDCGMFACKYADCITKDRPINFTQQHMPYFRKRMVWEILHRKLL
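Material – human SENP1 catalytic domain · Input – SENP1 enzyme, 20 pM final · Compound dosing – single concentration of 10 µM compound, 0.5% DMSO final · Timing – enzyme reaction for 50 min at room temperature, dark · Measured by – FRET fluorescence in CFP and YFP emission channels · Control set – no-enzyme wells low, DMSO-plus-enzyme wells high control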
PfG6PD inh: PfG6PD (Plasmodium falciparum) enzyme inhibition; inhibition, % at 20 µM; hit rate 0.78% among 350,000; PfGluPho enzyme, NADPH resazurin-diaphorase fluorescence; AID 504690;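 active = inhibition reaching at least a set limit at 20 µM in the primary screen, cut at about 59% in these data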;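 note: 0% = DMSO wells with substrate and 100% = DMSO wells lacking glucose-6-phosphate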
Numbers without * were called inactive; i = inactive; . = no result given. Hits appear at their usual frequency; any-hit rate near 4.1%.

Sample of the layout, eight compounds:
Value order: PfG6PD inh	NLRP3 yeast inh	SENP1 FRET inh	SENP6 block	SENP7 inh	HKDC1 inh	SENP8 block-1	Apaf1 inhib	SENP8 block-2
- Cc1onc(-c2ccccc2)c1C(=O)Nc1cccc(C#N)c1
→ -12	16	1	-12	4	-4	-3	9	-6
- Cc1cccc(-c2oc3ccc(-c4ccc5c(c4)OCO5)cc3c2C#Cc2cncn2C)c1
→ 13	-4	-3	-6	-3	-1	i	25	14
- O=C(Nc1cccc(C(F)(F)F)c1)C1C2CC3OC(=O)C1C3C2 (stereo not drawn)
→ -10	9	2	6	-8	3	25	-2	4
- COc1ccc(-c2c(C(F)(F)F)nn(C)c2NC(=O)CSCC(=O)O)cc1
→ 2	25	3	-10	1	-5	14	-9	-7
- O=[S@]1Oc2ccccc2-c2ccccc21
→ 41	17	2	-13	-5	1	24	2	-3
- COc1ccc(CNC(=O)c2cc(=O)c3cc(C)cc(C)c3o2)cc1
→ -9	6	0	-10	0	-1	32	-1	2
- O=C(NC1CCCC1)C(c1ccc(Cl)cc1)N(Cc1ccc(F)cc1)C(=O)CCl (stereo not drawn)
→ -3	-3	1	-10	3	10	9	4	-1
- COc1cc(/C=C(\C#N)C(=O)Nc2cc(C(F)(F)F)ccc2Cl)ccc1OCC(=O)Nc1cccc(C(F)(F)F)c1
→ -5	17	-60	1	1	-10	-429	11	-3

The list itself, from the first entry:
Value order: PfG6PD inh	NLRP3 yeast inh	SENP1 FRET inh	SENP6 block	SENP7 inh	HKDC1 inh	SENP8 block-1	Apaf1 inhib	SENP8 block-2
- Cc1onc(-c2ccccc2)c1C(=O)Nc1cccc(C#N)c1
→ -12	16	1	-12	4	-4	-3	9	-6
- Cc1cccc(-c2oc3ccc(-c4ccc5c(c4)OCO5)cc3c2C#Cc2cncn2C)c1
→ 13	-4	-3	-6	-3	-1	i	25	14
- O=C(Nc1cccc(C(F)(F)F)c1)C1C2CC3OC(=O)C1C3C2 (stereo not drawn)
→ -10	9	2	6	-8	3	25	-2	4
- COc1ccc(-c2c(C(F)(F)F)nn(C)c2NC(=O)CSCC(=O)O)cc1
→ 2	25	3	-10	1	-5	14	-9	-7
- O=[S@]1Oc2ccccc2-c2ccccc21
→ 41	17	2	-13	-5	1	24	2	-3
- COc1ccc(CNC(=O)c2cc(=O)c3cc(C)cc(C)c3o2)cc1
→ -9	6	0	-10	0	-1	32	-1	2
- O=C(NC1CCCC1)C(c1ccc(Cl)cc1)N(Cc1ccc(F)cc1)C(=O)CCl (stereo not drawn)
→ -3	-3	1	-10	3	10	9	4	-1
- COc1cc(/C=C(\C#N)C(=O)Nc2cc(C(F)(F)F)ccc2Cl)ccc1OCC(=O)Nc1cccc(C(F)(F)F)c1
→ -5	17	-60	1	1	-10	-429	11	-3
- CCCN(CC1CC1)c1nc(N)c(C#N)c(CC#N)c1C#N
→ 4	20	-9	4	-2	0	-267	5	-4
- CCOc1ccc(S(=O)(=O)N(C)C2CCCCC2)cc1
→ -9	39	1	-3	5	-3	12	11	3
- COc1cc(/C=N/Nc2ccccn2)cc(OC)c1O
→ 19	-8	2	-23	-10	8	-25	2	-10
- O=C(NN=C1CCCC1)c1[nH]c2ccc(Br)cc2c1-c1ccccc1
→ 1	-1	.	-14	8	3	.	23	-9
- O=[N+]([O-])c1ccc(N2CCSCC2)cc1
→ 6	2	-2	-27	-5	-5	10	-5	-9
- CCOc1cc(N2CCOCC2)c(OCC)cc1NC(=O)CN1CCSC1=O
→ 11	-5	2	9	8	-1	7	-3	8
- COc1cc(/C=N/Nc2nn3cnnc3c3ccccc23)cc(OC)c1OC
→ -2	0	-1	2	7	0	-355	13	4
- CCc1ccc(OCC(=O)N/N=C2\CC(=O)c3ccccc32)cc1
→ .	19	14	53*	17	.	41*	84*	24
- CC(C)CCN1CCN(Cc2ccc(Oc3ncccn3)cc2)CC1CCO (stereo not drawn)
→ -2	-2	1	8	-2	2	11	-24	3
- Cc1cc(C)c2nc(-c3cccc(Cl)c3)c(C)c(C(=O)N3CCOCC3)c2c1
→ -18	22	0	19	-1	2	1	20	1
- CC(=O)Nc1nn(C)c2nc(C)cc(C)c12
→ 9	11	0	18	4	-4	-120	-6	-1
- Cc1cc(NC(=O)CN2C(=O)c3ccccc3C2=O)no1
→ 9	-3	2	-8	5	-3	16	-6	2
- O=C(CCNC(=O)c1ccc([N+](=O)[O-])cc1)Nc1ccc(S(=O)(=O)N2CCOCC2)cc1
→ 14	18	0	-9	-8	-2	5	4	-3
- COc1ccc(-c2csc3nc(C)nc(N4CCN(C(C)=O)CC4)c23)cc1OC
→ -9	22	0	-1	-2	-3	2	-3	0
- COc1ccc(Oc2cc(NN3CCCCC3)c([N+](=O)[O-])cc2[N+](=O)[O-])cc1OC
→ -1	26	1	-7	9	-1	26	7	-1
- CC(c1ccco1)N(C(=O)c1ccccc1NS(=O)(=O)c1cc([N+](=O)[O-])ccc1Cl)c1ccccn1 (stereo not drawn)
→ -16	15	0	7	-1	3	21	12	6
- O=S(=O)(Nc1ccc2c(c1)CCC2)c1cccs1
→ 6	20	0	-3	5	9	2	4	3
- CCOC(=O)c1sc2nc(CC(C)C)c3c(c2c1N)CCC3
→ -2	21	-108	7	7	2	-411	6	-6
- COc1ccc(NC2CCCN(C(=O)CCc3cccc(Cl)c3)C2)cc1 (stereo not drawn)
→ -7	11	3	-10	-10	10	0	18	-12
- CC(C)(O)C#Cc1ccc(C(=O)N2CCCC2C(=O)O)s1 (stereo not drawn)
→ -15	9	0	-2	-3	4	23	5	-4
- Cc1ccc(S(=O)(=O)Nc2ccc(Cl)cc2)cc1NC(=O)Cn1cnc2c1c(=O)n(C)c(=O)n2C
→ -11	0	1	-34	-1	-5	1	7	-2
- O=S(=O)(O)c1nc2ccccc2n1Cc1ccc(Cl)cc1Cl
→ -30	7	0	-26	-7	5	21	11	0
- COc1ccc2[nH]c(=O)c(CN(CC3CCCO3)C(=O)Nc3ccccc3)cc2c1 (stereo not drawn)
→ -4	2	0	-2	-2	-2	-178	6	-5
- Cc1cccc(C)c1-c1ccc(CN2C(CC(C)C)C(=O)N(Cc3cn(CC4CCCCC4)nn3)CCS2(=O)=O)cc1 (stereo not drawn)
→ 10	.	2	.	.	-1	17	.	.
- O=C(COc1ccccc1)NCc1nnc2c3ccccc3c(-c3ccccc3)nn12
→ 4	17	4	0	1	-1	2	20	8
- CC(=O)NNC(=O)CN1C(=O)/C(=C/c2ccccc2)SC1=S
→ -23	1	0	-6	-6	-9	17	-8	-10
- CC(=O)C1=C(O)C(=O)N(c2ccc(Br)cn2)C1c1ccccc1F (stereo not drawn)
→ -6	3	-5	-31	2	-1	-262	-2	0
- O=C1CC(Nc2ccc(N3CCOCC3)cc2)C(=O)N1c1ccccc1F (stereo not drawn)
→ 51	4	3	19	-4	-2	15	1	-3
- CCc1cc2cc(C)ccc2nc1SCC(=O)N1CCN(C(=O)c2ccco2)CC1
→ 0	9	2	-3	-2	0	2	23	-7
- Fc1cccc(-c2nnn3c2nc(Cl)c2ccccc23)c1
→ 10	.	-35	.	.	8	-434	.	.
- O=C(Nc1ccc(Cl)cc1)N(Cc1cccnc1)Cc1ccco1
→ 2	14	0	-12	13	-5	3	-7	-4
- CCOc1ccc(Nc2cc3n(c(=O)n2)CCc2cc(OC)c(OC)cc2-3)cc1
→ 2	-13	-3	-22	-11	5	-57	8	-11
- CCCCNC(=O)CN(c1cc(C(F)(F)F)ccc1Cl)S(C)(=O)=O
→ -16	13	0	-1	1	-13	17	0	-5
- Cn1c(C(=O)N2CCN(Cc3ccc4c(c3)OCO4)CC2)cc2sccc21
→ -9	22	-3	0	-8	-4	10	12	-12
- Cc1ccsc1C(=O)NNC(=S)NCC(C)C
→ -17	7	3	5	10	-9	6	2	4
- COc1ccc(NC(=O)CN2c3cccc4cccc(c34)S2(=O)=O)c(OC)c1
→ -14	9	-2	-6	8	-8	-112	-1	-6
- CCCN(CCC)CCCNC(=O)c1cc2c(=O)[nH]c3ccccc3c2s1
→ 16	6	1	-35	3	5	-283	6	-9
- COC(=O)c1ccc(NC(=S)NC2CCCCC2C)cc1 (stereo not drawn)
→ 3	20	1	-6	6	1	9	1	-4
- COc1ccc(/C=C/C(=O)Nc2cc(C)nn2-c2nc3ccccc3n2Cc2cccc([N+](=O)[O-])c2)cc1
→ -21	19	-5	5	2	-8	-60	-6	9
- Cc1cccnc1NC(=O)c1cccc(S(=O)(=O)N2CCCc3ccccc32)c1
→ 3	10	-3	-16	-9	-3	4	20	2
- CCCNC(=S)N1CCC(C(=O)c2ccc(Cl)cc2)CC1
→ 13	12	-3	-11	2	0	7	9	5
- CCOc1ccccc1-n1c(COc2ccc(C)cc2)nnc1SCC(N)=O
→ -2	7	1	-1	6	-12	17	-9	0
- O=C(CN1CCN(Cc2ccccc2)CC1)Nc1cccc(S(=O)(=O)N2CCCCCC2)c1
→ 6	12	1	7	6	-5	4	-174	3
- CCCCNC(=S)NNC(=O)CCn1cc(C)cn1
→ -21	13	-1	-2	4	12	20	-9	0
- O=C(NC1CCCCC1)c1ccccc1NC(=O)C1CC1
→ -7	22	0	-7	-2	-9	-13	-13	-4
- O=C(NCCN1CCN(c2ccccc2)CC1)Nc1cccc(Cl)c1
→ 8	21	5	-7	10	-2	10	9	-18
